GAA glycogen mod: inhibitors or activators of human alpha-glucosidase glycogen cleavage; recombinant GAA, glycogen substrate, Amplex Red glucose oxidase fluorescence; Potency, µM (highest dose often 76.4 µM), inactives show at the highest dose activity change, negative = inhibition, hits mostly inhibitors; actives 0.38% (n = 300,000); AID 2100;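 note: potency is the fitted concentration of half-maximal effect; 0% = full enzyme reaction and -100% = no-enzyme basal signal; the screen sought inhibitors and activators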
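Recombinant human enzyme (4 nM); glycogen substrate; 37 C, 40 min, pH 5.0. Readout: coupled glucose oxidase/Amplex Red fluorescence.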
CBFb RUNX1 block: blocks binding between human CBF-beta and RUNX1. Q01196+Q13951. AlphaScreen CBFb-His/RUNX1-biotin binding, biochemical. Potency, µM (titrated, usually from 59.8 µM), for the others: top-dose activity, negative = inhibition, hits mostly inhibitors. 230,000 tested, under 10 active; note: % of control where 0% means no effect
Target sequence (Q01196 whole entry, looked up): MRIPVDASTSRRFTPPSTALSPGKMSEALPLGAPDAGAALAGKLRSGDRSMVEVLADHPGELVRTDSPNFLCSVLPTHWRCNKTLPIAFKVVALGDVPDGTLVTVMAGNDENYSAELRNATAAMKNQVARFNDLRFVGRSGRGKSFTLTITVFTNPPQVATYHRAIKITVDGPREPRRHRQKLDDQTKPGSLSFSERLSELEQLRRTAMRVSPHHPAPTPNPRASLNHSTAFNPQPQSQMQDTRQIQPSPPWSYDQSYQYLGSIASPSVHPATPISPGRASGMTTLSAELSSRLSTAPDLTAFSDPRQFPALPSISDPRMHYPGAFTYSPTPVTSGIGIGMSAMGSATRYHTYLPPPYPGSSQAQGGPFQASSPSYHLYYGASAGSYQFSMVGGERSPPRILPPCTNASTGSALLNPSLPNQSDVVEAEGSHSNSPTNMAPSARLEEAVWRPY
Target sequence (Q13951 whole entry, looked up): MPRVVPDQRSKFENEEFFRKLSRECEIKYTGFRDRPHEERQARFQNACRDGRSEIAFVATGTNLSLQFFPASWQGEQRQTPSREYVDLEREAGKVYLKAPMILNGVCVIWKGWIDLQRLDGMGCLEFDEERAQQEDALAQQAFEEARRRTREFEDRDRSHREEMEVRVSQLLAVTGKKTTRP
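AlphaScreen proximity signal reports loss of binding between His-tagged CBF-beta and biotin-labelled RUNX1, each at 30 nM. Proteins are pre-associated for 20 minutes, compounds added for 15 minutes, then beads for 90 minutes, all at ambient temperature.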
LMNA splice mod: changes lamin A minigene splicing in HeLa cells; HeLa LMNA splicing GFP/RFP minigene ratio, 48 h; Potency, µM (highest dose often 46.1 µM), without a hit: top-dose ratio change, negative = inhibition, actives largely listed as inhibitors; actives 0.01% (n = 200,000); active = well fitted inhibition curve with a large enough effect in the signal ratio, with a control signal flat, not every such curve was filed as active; inconclusive = small, poorly fitted or top-dose-only effect, or effect the other way, or a change in a side signal; the % refers to the signal ratio; note: potency is the fitted concentration of half-maximal effect; % is set by controls: 0 for no effect and ±100 for the full control effect
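S3 HeLa cells stably expressing lamin A-EGFP splicing minigene plus DsRed2, 600 cells/well, 48 h compound exposure at 37C. Laser-scanning cytometry; analysed as GFP (500-530 nm)/RFP (575-640 nm) total intensity ratio; 0.5% DMSO vehicle.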
HttQ103 aggreg: mutant huntingtin aggregation inhibition. PC12 HttQ103-GFP aggregates, Acumen cytometry, 40 h. Potency, µM (titrated, usually from 46.1 µM), inactives show at the highest dose activity change, negative = inhibition, usual class: inhibitors. actives 1.1% (n = 220,000); note: potency is the fitted concentration of half-maximal effect; % is set by controls: 0 for no effect and ±100 for the full control effect; nearly all actives have a fitted effect of over 60% in size
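Read-out: GFP aggregate count by laser scanning cytometer (488 nm excitation, 500-530 nm emission, 1–25 µm objects >6 SD above background). Cells: PC12, inducible HTTex1-Q103-GFP, 100 nM tebufenozide; compounds titrated.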
GAA inh: inhibitors of human lysosomal alpha-glucosidase; purified human GAA, 4-MU-alpha-glucoside fluorescence; actives 0.005% (n = 200,000); AID 1466; Potency, µM (titrated, usually from 76.9 µM), inactives show top-dose activity change, negative = inhibition, most hits filed as inhibitors; P10253;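 note: potency is the fitted concentration of half-maximal effect; plate controls were uninhibited enzyme wells for no effect and no-enzyme background for full effect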
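Endpoint fluorogenic read: 20 min room-temperature reaction of 4 nM human alpha-glucosidase with 400 uM 4-methylumbelliferyl-alpha-D-pyranoside, pH 5.0, quenched with 1M NaOH/1M glycine pH 10. AC50 from Hill modeling.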
HTT cytoprotect: protects HTT-Q103 PC12 cells, measured by ATP. Potency, µM (highest dose often 56.4 µM), for the others: cytoprotection (ATP increase), actives largely listed as activators. PC12 HTT-Q103 induced, cytoprotection, ATP luminescence, 40 h. actives 0.14% (n = 230,000);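 note: potency is the fitted concentration of half-maximal effect; % of control where 0% means no effect; nearly all actives have a fitted effect of over 45% in size; toxic huntingtin expression switched on by the ecdysone agonist tebufenozide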
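Readout: ATPlite luminescence (ATP level). Model: stable PC12, inducible Htt exon1 Q103-GFP. Inducer: tebufenozide, 100 nM final. Compounds: dose series. No G418 in medium.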
GAA spleen mod: inhibitors or activators of human alpha-glucosidase in spleen homogenate. Potency, µM (doses to about 79.9 µM), without a hit: top-dose activity change, negative = inhibition, usual class: inhibitors. P10253. actives 0.006% (n = 240,000). human spleen homogenate, 4-MU-alpha-glucoside fluorescence. AID 2112;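 note: potency is the fitted concentration of half-maximal effect; 0% = enzyme with vehicle and -100% = no enzyme basal signal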
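Human spleen homogenate (1 ug) with 4-methylumbelliferyl-alpha-D-glucopyranoside (1 mM final) in 50 mM citrate/phosphate pH 5.0, 0.01% Tween-20; 40 min at 37 C. Stopped at pH 10; 4-MU fluorescence Ex 365/Em 440 nm; AC50 by Hill fit.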
Active calls of the source: *; ? = inconclusive; / = not tested or not shown; [ ] = dose if it differs, or a comment. Unless noted, calls come from the whole dose curve; as a rule, active = well fitted curve in the direction sought with a large enough effect; inconclusive = small, poorly fitted or top-dose-only effect, or another doubt; inactive = no such curve, though single readings can be large; an effect the other way counts as inactive or inconclusive. Compounds as they come; about 1.5% have a hit in one of these screens.

compound,GAA spleen mod,LMNA splice mod,CBFb RUNX1 block,GAA glycogen mod,GAA inh,HTT cytoprotect,HttQ103 aggreg
CCOC(=O)c1cnn(-c2ccccc2)c1NC(=O)CN1CCOCC1,9.8%,/,-7.4%,5.1%,/,-6.2%[10 µM],-28.4%[9.22 µM]
Cn1c(-c2ccc3c(c2)OCO3)cnc1NCc1ccccc1Cl,-7.9%,-12.2%[46 µM],-4.6%,?,?,-2.7%[10 µM],1.6%[9.22 µM]
Cc1ccc(-c2nc3[nH]c(=O)cc(NC(=O)C(C)C)n3n2)cc1,-13.0%,/,8.3%,-1.6%,/,-11.8%[10 µM],15.8%[9.22 µM]
Cc1ccccc1-c1nc(N2CCOCC2)c2ccccc2n1,10.0%,-6.2%,/,/,/,-11.7%,/
C=CCn1c(COc2ccc(OC)cc2)nnc1SCn1nnc2ccccc2c1=O,-0.4%,?,-11.2%,-6.3%,-0.5%,/,?
O=C(Nc1ccc2nc(-c3cccnc3)[nH]c2c1)C1CCCCC1,2.0%,13.6%,-1.7%,4.6%,-7.5%,-0.4%[10 µM],-11.8%
NC(=O)CSc1nnnn1-c1ccc(OC(F)(F)F)cc1,2.9%,1.6%,-1.2%,-9.8%,0.8%,-13.9%,-9.3%
COC(=O)Cc1c(OC)ccn(CCc2c[nH]c3ccccc23)c1=O,1.7%,?,-7.5%,0.4%,2.9%,5.3%[10 µM],2.1%
COC(=O)C1=C(N)OC2=C(C(=O)CCC2)C1c1ccccc1OC (centres undefined),-9.8%,/,-2.5%,-6.5%,/,6.7%[10 µM],-2.0%[9.22 µM]
CC(C)(C)NC(=O)COC(=O)CNC(=O)c1cc(Cl)cc([N+](=O)[O-])c1,0.4%,-3.5%,-1.3%,-3.2%,3.7%,11.4%[10 µM],-19.6%
Cc1c(N=Cc2cc(Br)cc(Br)c2O)cccc1C(=O)O,-0.7%,?,-0.6%,2.0%,-4.7%,3.0%[10 µM],-19.5%
Cc1ccc(NC(=O)COc2cccc3ccc(C)nc23)c(Br)c1,-4.7%,-8.2%,9.1%,2.0%,-1.9%,/,6.1%
O=C(CN1C(=O)CC(c2ccco2)Sc2ccccc21)Nc1ccccc1F (centres undefined),-12.8%,-7.8%,-8.9%,-8.6%,-1.7%,16.8%[10 µM],-17.2%
O=C1OC(C(=O)O)Cc2ccccc21 (centres undefined),-4.9%,-1.1%,11.0%,9.6%,3.7%,-5.7%[1.9 µM],12.5%
Fc1ccc(C2CC(c3ccco3)n3ncnc3N2)cc1 (centres undefined),-3.0%,0.2%,-8.0%,-6.1%,1.2%,-4.1%,-14.2%

compound,GAA spleen mod,LMNA splice mod,CBFb RUNX1 block,GAA glycogen mod,GAA inh,HTT cytoprotect,HttQ103 aggreg
Cc1ccc(-c2cc(C(F)F)nc(S(C)(=O)=O)n2)cc1,6.2%,?,10.0%,-19.2%,-10.2%,-171.6%[inhibitor],-10.3%[9.22 µM]
CCOC(=O)C1CCCN(C(=O)c2cc3c(=O)n(C)c4ccccc4c3n2C)C1 (centres undefined),3.3%,-2.5%,-1.2%,4.2%,-4.1%,-0.6%,4.6%
Cc1ccc(OCc2nnc(SCC(=O)Nc3sc(C)c(C)c3C#N)n2C)cc1,2.6%,10.5%,-3.6%,0.7%,-1.8%,-26.3%[10 µM],-2.6%
C=CCNc1sc(C(=O)c2ccc(C)cc2)c(N)c1C#N,-4.0%,11.2%,-6.1%,-5.2%,-2.9%,-27.8%,-3.8%
Fc1cccc(Cl)c1Cn1nnc(-c2ccc3c(c2)OCO3)n1,-5.6%,8.5%,25.1%,-2.9%,-5.3%,-31.5%,-11.8%
CC1=CC(C#N)(C#N)C(C#N)(C#N)C(c2ccccc2)N1 (centres undefined),1.2%,2.3%,-9.9%,-10.1%,9.2%,2.4%,-13.7%
Cn1c(CCCCCN)nc2ccccc21,6.5%,0.3%,-1.6%,7.0%,-5.9%,-4.8%,-12.1%
O=C(CSCc1ccc(F)cc1)NCc1cccs1,0.3%,/,2.0%,6.6%,1.5%,-13.4%,8.7%
C/C(N)=C(/C#N)C(=O)CSc1nnnn1-c1ccc(C)cc1,-11.8%,?,1.0%,-7.6%,0.8%,-33.7%,?
COc1c(C)cc(C(=O)C2CCCN(Cc3c(C)n(C)n(-c4ccccc4)c3=O)C2)cc1C (centres undefined),-17.0%,-5.8%[46 µM],-0.9%,18.2%,?,3.0%[10 µM],-2.5%[9.22 µM]
COc1cc(SC)ccc1C(=O)Nc1ccc2c(c1)CCN2S(C)(=O)=O,-7.8%,-19.1%,-2.3%,1.1%,1.3%,-7.8%,1.7%
COc1cc(C2C3=C(CC(C)(C)CC3=O)OC(N)=C2[N+](=O)[O-])ccc1O (centres undefined),3.3%,?,1.7%,?,10.0%,-77.5%[inhibitor][10 µM],?
CCOC(=O)C1CCCN(C(=O)c2cc3ccccc3oc2=O)C1 (centres undefined),-2.3%,/,1.4%,0.8%,2.2%,-4.9%,4.9%
O=C(COC(=O)c1ccccc1Br)NCc1ccccc1,-6.3%,11.6%,3.6%,-0.9%,-4.2%,/,4.9%
Cc1noc(C)c1-c1ccc2ncnc(N3CCC(C(=O)O)CC3)c2c1,6.8%,-11.7%,/,/,/,-18.9%,/

Grouped by structure, the entries above containing an NH in an aromatic ring.
compound,GAA spleen mod,LMNA splice mod,CBFb RUNX1 block,GAA glycogen mod,GAA inh,HTT cytoprotect,HttQ103 aggreg
Cc1ccc(-c2nc3[nH]c(=O)cc(NC(=O)C(C)C)n3n2)cc1,-13.0%,/,8.3%,-1.6%,/,-11.8%[10 µM],15.8%[9.22 µM]
O=C(Nc1ccc2nc(-c3cccnc3)[nH]c2c1)C1CCCCC1,2.0%,13.6%,-1.7%,4.6%,-7.5%,-0.4%[10 µM],-11.8%
COC(=O)Cc1c(OC)ccn(CCc2c[nH]c3ccccc23)c1=O,1.7%,?,-7.5%,0.4%,2.9%,5.3%[10 µM],2.1%

Continued:
compound,GAA spleen mod,LMNA splice mod,CBFb RUNX1 block,GAA glycogen mod,GAA inh,HTT cytoprotect,HttQ103 aggreg
Cc1cccc(C(=O)NCc2ccc(S(N)(=O)=O)cc2)c1[N+](=O)[O-],-4.0%,-6.6%,-15.8%,-2.5%,0.9%,-4.8%[10 µM],13.1%
CN(C)[C@@H]1CCC[C@@H]1OC(=O)C(c1ccccc1)c1ccccc1,-6.3%,-0.8%,-2.4%,9.5%,0.5%,-18.0%[10 µM],-1.3%
Cc1ccc(-c2nn(C)c(=O)c3ccccc23)cc1CNC(=O)c1ccccc1,-7.1%,1.9%[46 µM],12.6%,2.8%,-1.5%,6.8%[10 µM],24.7%[9.22 µM]
COC1(C#CC2C=CC(OC(C)=O)C(COC(C)=O)O2)CCCCC1 (centres undefined),-4.8%[17.4 µM],/,-10.2%[13.1 µM],/,/,-95.6%[inhibitor][10 µM],/
Cc1cc(C)cc(N(CCC(=O)Nc2nnc(C3CC3)s2)S(=O)(=O)c2ccc(Cl)cc2)c1,-4.6%,?,1.3%,4.2%,-0.9%,-53.3%[inhibitor][10 µM],-4.1%
Cc1nn(CCC(=O)NNC(=S)Nc2cccc(Cl)c2)c(C)c1[N+](=O)[O-],8.1%,-1.4%,-1.9%,-19.5%,-7.9%,23.0%[10 µM],-11.7%
COC(=O)c1nnn(-c2nc(N(C)C)nc(N(C)C)n2)c1C,-4.6%,/,7.5%,1.1%,?,-5.7%,-10.6%
CCOc1cc(CNc2ccc3c(c2)OCCO3)cc(Br)c1OCC(N)=O,-10.7%,-1.5%,?,-29.6%,-0.7%,-23.1%,-2.1%
Cc1ccccc1OCCCn1c(=O)sc2ccccc21,-12.2%,1.7%,21.7%,-1.7%,9.7%,-8.9%,-15.4%
CCCCCn1c(CN2CCN(c3cc(Cl)ccc3C)CC2)nc2c1c(=O)[nH]c(=O)n2C,1.5%,?,7.4%,-0.3%,-3.6%,-3.0%,11.4%
CCOC(=O)C1(C(F)(F)F)N=C(N(C)C)OC(N(C)C)=N1,-2.4%,0.2%,0.4%,-1.1%,-1.9%,-30.2%,8.8%
O=C(OCc1ccc(Cl)cc1)c1cnccn1,-2.2%,-1.7%,2.8%,-7.8%,-9.7%,10.0%,0.4%
O=C(NCCNc1ccc(Cl)cc1[N+](=O)[O-])c1cccnc1,-11.2%,?,-7.4%,4.1%,-1.9%[15.4 µM],-12.4%,-17.0%
Cc1nc2scc(-c3cccs3)c2c(=O)n1N,2.3%,-0.1%,2.0%,13.5%,4.4%,/,-11.5%
CC(C)(C)NC(=O)CSc1nc(N)cc(=O)[nH]1,2.8%,-9.3%[46 µM],2.7%,-3.6%,-2.2%,-25.3%,-3.9%

compound,GAA spleen mod,LMNA splice mod,CBFb RUNX1 block,GAA glycogen mod,GAA inh,HTT cytoprotect,HttQ103 aggreg
CC(C)OP(=O)(OC(C)C)C(NC(=O)c1ccc(Br)cc1)c1ccccc1 (centres undefined),-8.1%,?,9.4%,-3.3%,-6.8%,-18.4%,-34.6%
O=C(Cc1nc2ccccc2[nH]1)c1ccc([N+](=O)[O-])cc1,-1.3%,/,-15.9%,-5.6%,-15.9%,-6.1%[10 µM],1.5%[9.22 µM]
O=C(Nc1nc(-c2ccco2)cs1)c1ccccc1,-1.5%,-7.3%,-12.0%,-0.5%,-2.5%,-19.9%,-14.4%
O=C(CCC(=O)c1ccc(-c2ccccc2)cc1)Nc1cccnc1,3.3%,/,-11.4%,3.0%,/,9.5%[10 µM],-5.7%[9.22 µM]
O=c1c2ccccc2c(/C=N/n2cnnc2)c(O)n1-c1ccccc1F,-10.9%,-7.9%,2.9%,-2.4%,11.2%,-4.1%,-21.3%
COc1ccc(-n2nnc3c(SCC(=O)NCC4CCCO4)ncnc32)cc1 (centres undefined),-18.7%,11.0%,2.1%,1.1%,1.6%,11.7%,?
Cc1cc(C(=O)Nc2ccc(S(=O)(=O)N3CCCC3)cc2)no1,-5.6%,/,9.3%,13.5%,-3.6%,/,24.0%

Assay outcomes deposited in PubChem BioAssay by National Center for Advancing Translational Sciences (NCATS).
